Bioassay records from PubChem BioAssay.
PLCb3 inh: blocks human PLC-beta3 enzyme activity | Q01970 | Purified PLC-beta3, fluorogenic substrate, fluorescence | inhibition, % at 12.2 µM | 370,000 compounds, 0.18% hits | AID 720704; in the data active = inhibition above about 11%;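 also: 0% = median of compound wells on plate and 100% = full blocker control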
hgDAF12 agonist: hgDAF-12 agonism, primary luciferase screen | HEK293 GAL4-hgDAF12 UAS-luciferase reporter, agonist luminescence; normalized to butyrate control | AID 687014 | activation, % at 6.8 µM | 370,000 compounds, 1.8% hits;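 active = activation above a cutoff set at the mean of all screened compounds plus 3 SD, cut at about 10% in these data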;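 also: 0% = DMSO wells and 100% = sodium butyrate wells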
HGIII-sPLA2 inh: Blocks human group III sPLA2 activity | inhibition, % at 12.2 µM | AID 743126 | Q9NZ20 | QFRET BODIPY PC-A2 liposome hydrolysis, fluorescence | 370,000 compounds, 0.56% hits;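 active = inhibition above mean plus 3 SD of compounds lying within the high and low control bounds, cut at about 19% in these data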;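 also: 0% = median of test compound wells and 100% = no enzyme DMSO wells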
hcDAF12 agonist: activates DAF-12 receptor from parasite H. contortus; HEK293 hcDAF-12 lit1-tk-luc reporter, luminescence; 0% DMSO, 100% Δ7-dafachronic acid; activation, % at 6.8 µM; 370,000 compounds, 1.4% hits; AID 652067;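 active = activation above the mean of all tested compounds plus 3 SD, cut at about 5.5% in these data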;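 also: 100% = response to 3 µM Δ7-dafachronic acid high control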
DAX1 inh-1: blocks DAX1 repression of SF-1 activated StAR promoter; 370,000 compounds, 1.1% hits; inhibition, % at 6.8 µM; AID 652010; HEK293T StAR-luciferase reporter, SF-1/DAX-1 repression relief;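 active = inhibition above the mean over all tested compounds plus 3 SD, cut at about 3.6% in these data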;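 also: 0% = DAX-1 cells with DMSO and 100% = cells lacking DAX-1 with DMSO; higher inhibition means more luminescence from relief of DAX-1 repression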
PG9 binder: small molecules binding HIV-1 gp120 antibody PG9. TR-FRET gp120-PG9 antibody binding. inhibition, % at 6.7 µM. 360,000 compounds, 0.43% hits. AID 624416; in the data active = inhibition above about 8.5%
SMARCA2 act: activators of SMARCA2 function | MG213 cells, MMTV-luciferase reporter, dexamethasone, overnight | activation, % at 9.1 µM | 370,000 compounds, 1% hits; in the data active = activation above about 7.8%;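 also: 0% = vehicle wells and 100% = reference activator wells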
ssDAF-12 act: activators of S. stercoralis DAF-12 nuclear receptor. HEK293 ssDAF-12/GRIP1 lit1-tk-luc reporter, luminescence; % of 3 µM dafachronic acid response. activation, % at 6.8 µM. 370,000 compounds, 1% hits. AID 652126;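 active = activation above the mean over all tested compounds plus 3 SD, cut at about 0.9% in these data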;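 also: 0% = DMSO-only wells and 100% = 3 µM delta7-dafachronic acid wells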
DAX1 inh-2: inhibits human nuclear receptor DAX1; inhibition, % at 6.75 µM; 340,000 compounds, 0.99% hits; P51843; AID 504766; HEK293 Gal4-DAX1 luciferase reporter, luminescence;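 active = inhibition above the mean over all tested compounds plus 3 SD, cut at about 4.2% in these data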;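 also: 0% = DAX1-transfected cells with DMSO and 100% = empty-vector control cells with DMSO; inhibition shows as a rise in luminescence from relieved DAX1 repression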
NR1D1 modulator: Rev-erb alpha (human) modulation | P20393 | Rev-erbα–FITC-DNA binding, fluorescence polarization, 90 min | activity, % at 10 µM | 370,000 compounds, 0.79% hits | AID 1259318;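 active = activity above about 14%, limit read from the data; passing the limit was not always enough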;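 also: 0% = DMSO wells with 35 nM protein and 100% = DMSO wells with 750 nM protein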
Target sequence (P20393 whole entry, looked up): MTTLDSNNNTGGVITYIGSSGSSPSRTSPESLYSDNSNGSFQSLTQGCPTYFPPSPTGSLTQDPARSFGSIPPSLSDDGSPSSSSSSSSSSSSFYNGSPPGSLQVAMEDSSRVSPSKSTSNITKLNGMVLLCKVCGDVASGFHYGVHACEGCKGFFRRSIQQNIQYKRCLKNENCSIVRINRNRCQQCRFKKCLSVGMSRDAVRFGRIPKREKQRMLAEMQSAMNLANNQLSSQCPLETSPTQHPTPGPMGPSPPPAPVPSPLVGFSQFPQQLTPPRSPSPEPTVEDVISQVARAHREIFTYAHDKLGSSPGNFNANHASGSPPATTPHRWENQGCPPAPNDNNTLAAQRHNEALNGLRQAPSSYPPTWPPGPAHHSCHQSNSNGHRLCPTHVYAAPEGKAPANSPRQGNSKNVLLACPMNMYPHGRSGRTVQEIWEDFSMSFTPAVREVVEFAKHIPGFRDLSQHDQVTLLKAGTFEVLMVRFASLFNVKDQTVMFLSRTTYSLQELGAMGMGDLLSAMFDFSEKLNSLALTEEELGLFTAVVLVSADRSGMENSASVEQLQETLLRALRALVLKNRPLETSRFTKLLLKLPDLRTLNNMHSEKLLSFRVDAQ
GAA850 FXN act: increases GAA850 frataxin promoter reporter activity; HEK293 lucGAA850 FXN promoter luciferase reporter, 24 h; percent of 10 µM SAHA response; activation, % at 6 µM; 360,000 compounds, 0.56% hits;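 active = activation above the average of all compounds screened plus 3 SD, cutoff fixed separately per campaign, cut at about 7.5% in these data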;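 also: 0% = DMSO wells and 100% = 10 µM SAHA wells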
Starred values were filed as active, the others as inactive; / = not tested or not shown.

Every second line gives: PLCb3 inh	hgDAF12 agonist	HGIII-sPLA2 inh	hcDAF12 agonist	DAX1 inh-1	PG9 binder	SMARCA2 act	ssDAF-12 act	DAX1 inh-2	NR1D1 modulator	GAA850 FXN act
#1 CCC(C)N1C(=O)/C(=C\c2cnc(N(C)C)nc2)C(=O)NC1=S (configuration not stated)
 : -11	-3.7	9	-1.1	-0.2	0.2	3	-1.3	-1.0	2	0.8
#2 S=P(NCCSCc1ccccc1)(N1CC1)N1CC1
 : -1	1.2	6	0.1	-0.5	2.0	-2	-0.8	-1.2	-1	1.2
#3 O=c1[nH]c(=S)[nH]c(O)c1N=Nc1ccc2c(c1)OCCO2
 : 1	4.6	1	1.5	0.8	-13	1	-0.3	-0.8	30*	4.0
#4 CCC(=O)C(CCN1CCOCC1)(c1ccccc1)c1ccccc1
 : -4	0.1	-4	-0.3	0.3	-0.4	0	-0.6	3.6	0	-0.2
#5 COc1ccc(C(=O)Nc2cccc(S(=O)(=O)NCc3ccco3)c2)cc1
 : -3	-0.5	-19	-2.3	-1.7	-2.6	-3	-1.0	-1.0	4	2.0
#6 COc1ccc(OCC(=O)N2CCCC(N3CCN(c4ccccc4C)CC3)C2)cc1 (configuration not stated)
 : -15	-3.6	-2	-0.7	-3.1	-0.3	-4	-1.4	-1.0	1	0.6
#7 S=C(NCCc1ccccc1)N1Cc2cc(N3CCOCC3)ccc2-n2nncc2C1
 : -2	3.4	11	-1.6	0.3	-0.5	-2	-1.0	/	0	/
#8 COC(=O)N(C)c1ccc(C(O)(C(=O)OC)C(F)(F)F)cc1 (configuration not stated)
 : 2	0.3	2	-1.3	-0.5	-1.4	1	-1.7	0.6	2	1.7
#9 FC(F)(F)c1ccccc1CCN1CCNCC1
 : -3	-0.9	0	2.2	0.2	-0.4	-1	-0.9	0.8	1	2.1
#10 COc1ccc(Cc2cn(C)c(N)n2)cc1
 : -7	-0.2	7	-0.2	-0.3	/	-1	-0.8	/	2	/
#11 COC(=O)c1c(C)[nH]c(C(=O)C(C)[N+]23CCN(CC2)CC3)c1C (configuration not stated)
 : 0	-2.4	4	-1.0	1.2	6.1	3	-1.8	0.1	-2	3.4
#12 COc1ccc(CCNCc2cccn2C)cc1OC
 : 1	5.5	-1	-0.7	-0.5	-3.0	1	0.0	-1.5	7	1.0
#13 Cc1ccc(CN2C3CCCC2CC(NC(=O)Nc2cccc(F)c2)C3)cc1 (configuration not stated)
 : 3	-4.9	-12	-0.3	-1.2	-0.1	4	-1.5	1.5	7	-3.5
#14 CCOC(=O)C(C)(CC)NC(=O)CSP(=S)(OCC)OCC (configuration not stated)
 : 3	-2.9	2	-1.7	0.1	1.3	-1	-1.7	-0.1	0	1.4
#15 O=C(Nc1ccccc1)NC1CC2CCC(C1)N2 (configuration not stated)
 : 7	0.0	2	-0.4	0.0	0.7	-1	-1.0	-1.1	-1	2.6
#16 CC1NC(=O)NC(=O)C1Br (configuration not stated)
 : 0	-1.0	3	2.0	-1.4	1.3	-2	-0.8	1.1	3	-0.4
#17 O=c1c2ccccc2nc(-c2cccs2)n1-c1ccccc1
 : -4	-0.8	0	-0.4	-0.6	0.1	0	-1.2	-1.0	-2	1.0
#18 CN(C(=O)c1ccco1)C1(c2ccccc2Cl)CCCCC1=O (configuration not stated)
 : 3	-0.1	-4	-2.4	-0.1	-0.5	-1	-1.6	2.9	5	-1.3
#19 CCCCCCCC(=O)NC(Oc1ccccc1[N+](=O)[O-])C(Cl)(Cl)Cl (configuration not stated)
 : -78	1.2	-11	-0.1	-0.5	-0.6	1	-1.4	1.9	-1	2.9
#20 Cn1cc([N+](=O)[O-])c(C(=O)Nc2ccc3c(C(F)(F)F)cc(=O)oc3c2)n1
 : -18	-0.5	-1	-1.9	-3.4	-0.7	2	-1.1	-0.1	-1	1.8

The closing 6 compounds of the section above are carried over, then new ones follow.
Every second line gives: PLCb3 inh	hgDAF12 agonist	HGIII-sPLA2 inh	hcDAF12 agonist	DAX1 inh-1	PG9 binder	SMARCA2 act	ssDAF-12 act	DAX1 inh-2	NR1D1 modulator	GAA850 FXN act
#15 O=C(Nc1ccccc1)NC1CC2CCC(C1)N2 (configuration not stated)
 : 7	0.0	2	-0.4	0.0	0.7	-1	-1.0	-1.1	-1	2.6
#16 CC1NC(=O)NC(=O)C1Br (configuration not stated)
 : 0	-1.0	3	2.0	-1.4	1.3	-2	-0.8	1.1	3	-0.4
#17 O=c1c2ccccc2nc(-c2cccs2)n1-c1ccccc1
 : -4	-0.8	0	-0.4	-0.6	0.1	0	-1.2	-1.0	-2	1.0
#18 CN(C(=O)c1ccco1)C1(c2ccccc2Cl)CCCCC1=O (configuration not stated)
 : 3	-0.1	-4	-2.4	-0.1	-0.5	-1	-1.6	2.9	5	-1.3
#19 CCCCCCCC(=O)NC(Oc1ccccc1[N+](=O)[O-])C(Cl)(Cl)Cl (configuration not stated)
 : -78	1.2	-11	-0.1	-0.5	-0.6	1	-1.4	1.9	-1	2.9
#20 Cn1cc([N+](=O)[O-])c(C(=O)Nc2ccc3c(C(F)(F)F)cc(=O)oc3c2)n1
 : -18	-0.5	-1	-1.9	-3.4	-0.7	2	-1.1	-0.1	-1	1.8
#21 CCCCn1c(N)c(C(=O)OCCOC)c2nc3ccccc3nc21
 : -290	-2.1	0	-1.0	0.0	0.4	-4	-0.4	/	-2	-1.5
#22 CCN(CC)c1ccc(C=C2C(=O)N(C)C(=S)N(C)C2=O)o1
 : 7	1.3	1	0.6	0.5	-3.2	-4	-1.6	0.8	35*	0.8
#23 Cc1nc2ccc(Cl)cc2c(=O)n1-c1cccc(Cl)c1
 : -8	-0.2	8	-1.5	-0.5	-1.2	-2	-1.7	0.4	-2	1.1
#24 Cc1ccc(S(=O)(=O)NP(=O)(Oc2ccccc2)Oc2ccccc2)cc1
 : -51	-1.6	-23	1.5	0.8	-2.2	-3	-0.8	0.8	0	2.5
#25 O=C(O)C1C2CCC(O2)C1C(=O)Nc1ccc(Cl)cc1 (configuration not stated)
 : 1	7.4	4	-1.5	0.6	2.3	0	-0.7	/	-7	5.2
#26 COC(=O)C1=C(c2ccc3ccccc3c2)C[C@@H]2CC[C@H]1N2C(=O)NCCO
 : -2	-1.6	2	-1.1	-0.3	-0.5	0	-1.2	0.0	-6	0.3
#27 CN1CCN(Cc2ccc3ccccc3c2)CC1
 : 3	-1.3	0	-2.1	-0.1	0.5	-2	-1.8	0.8	5	0.8
#28 CN1C(=O)C(Cc2nc3ccccc3c(=O)n2-c2ccccc2)c2ccccc21 (configuration not stated)
 : -2	-4.1	-15	-0.2	-0.6	-0.7	0	-1.7	1.2	0	-0.7

These rows are one share of the data (hit frequency here may not be typical).
